Growth percent in the NCI-60 one-dose screen (48 h, 10 µM unless noted): 100 = growth as untreated, 0 = no growth, -100 = all killed.
DU-145: DU-145 prostate cancer. AID 1794760. hit rate 4.2% among 81,000
SF-268: SF-268 CNS cancer cells | hit rate 3.1% among 82,000 | AID 1794759
SF-295: SF-295 CNS cancer cells; hit rate 5.6% among 79,000; AID 1794758
OVCAR-3: OVCAR-3 ovarian cancer; hit rate 7% among 79,000
PC-3: PC-3 prostate cancer cells; hit rate 3.9% among 80,000; AID 1794754
SNB-19: SNB-19 CNS cancer cells | hit rate 2.5% among 81,000
OVCAR-8: OVCAR-8 ovarian cancer; AID 1794782; hit rate 4.4% among 81,000
U251: U251 CNS tumor cells; hit rate 5.4% among 80,000
SF-539: SF-539 CNS cancer; hit rate 6.8% among 81,000; AID 1794752
An asterisk follows results filed as active; / = no result given. How the source made its calls: active means growth percent below 10; inactive means the rest.

Each structure is followed by: DU-145, SF-268, SF-295, OVCAR-3, PC-3, SNB-19, OVCAR-8, U251, SF-539
CCCCCC1CC(=O)NC1(C(=O)OCC)C(=O)OCC (configuration not stated)
 : 123, 95, 97, 100, /, 105, 107, /, 105
CN(C)c1ccc(O)c2c1C[C@H]1C[C@H]3[C@H](N(C)C)C(=O)C(C(N)=O)=C(O)[C@@]3(O)C(=O)C1=C2O
 : 52, 64, 33, 52, 64, 82, 49, 47, 72
Nn1c(-c2ccc(Cl)cc2)nc2c(-c3ccc(Cl)cc3)nc3ccc(Cl)cc3c2c1=O
 : -32*, 15, 23, -81*, 37, 28, 12, -63*, 14
COc1cc(-c2c[nH]cc2-c2ccccc2)c(OC)c2c1OCO2
 : 102, 89, 102, 101, 86, 93, 93, 92, 90
CC(=O)c1ccc(NC(=O)Cn2c(=S)n(-c3ccccc3)c(=O)c3ccccc32)cc1
 : 108, 94, 101, 101, 99, 103, 97, 98, 96
Cn1c2ccccc2c2nn(Cc3ccccc3)c(=O)nc21
 : 113, 103, 97, 107, 99, 106, 107, 106, 100
N#CCCN(CCC#N)/N=N\c1nc[nH]c1C(N)=O
 : 95, 99, 86, 99, 87, 95, 60, 97, 95
COC(=O)c1ccccc1NC(=S)Nc1ccc(S(=O)(=O)Nc2ccc(Cl)nn2)cc1
 : 108, 98, 104, 96, 77, 104, 98, 99, 104
C=CCn1c(SCC(=O)Nc2ccc(C(C)=O)cc2)nnc1-c1cc(-c2ccc(S(C)(=O)=O)cc2)nc2ccccc12
 : 102, 85, 95, 95, 88, 92, 77, 98, 91
COc1cc(NC(C)CN(CC(C)C)CC(C)C)c2ncccc2c1Cl (configuration not stated)
 : 109, 95, 95, 108, 85, 102, 96, 102, 97

Looked up above.
Reading of `N#CCCN(CCC#N)/N=N\c1nc[nH]c1C(N)=O` in PC-3: 87
Reading of `COc1cc(NC(C)CN(CC(C)C)CC(C)C)c2ncccc2c1Cl` (configuration not stated) in SF-539: 97
Reading of `COC(=O)c1ccccc1NC(=S)Nc1ccc(S(=O)(=O)Nc2ccc(Cl)nn2)cc1` in SF-539: 104

An excerpt from further up:
Each structure is followed by: DU-145, SF-268, SF-295, OVCAR-3, PC-3, SNB-19, OVCAR-8, U251, SF-539
N#CCCN(CCC#N)/N=N\c1nc[nH]c1C(N)=O
 : 95, 99, 86, 99, 87, 95, 60, 97, 95
COC(=O)c1ccccc1NC(=S)Nc1ccc(S(=O)(=O)Nc2ccc(Cl)nn2)cc1
 : 108, 98, 104, 96, 77, 104, 98, 99, 104
C=CCn1c(SCC(=O)Nc2ccc(C(C)=O)cc2)nnc1-c1cc(-c2ccc(S(C)(=O)=O)cc2)nc2ccccc12
 : 102, 85, 95, 95, 88, 92, 77, 98, 91

New compounds follow
Each structure is followed by: DU-145, SF-268, SF-295, OVCAR-3, PC-3, SNB-19, OVCAR-8, U251, SF-539
CC1(C)CC(=O)C=C(N)C1
 : 128, 110, 99, 106, 93, 105, 97, 99, 127
CCOC(=O)c1csc2ncc(-c3ccc(Br)cc3)n12
 : 100, 94, 101, 98, 89, 100, 99, 100, 95
CC[C@]12C=CCN3CC[C@@]4(c5ccc(OC)cc5N(C)[C@H]4[C@@](O)(C(=O)OC)[C@@H]1OC(=O)CCCOc1cc(O)c4c(=O)cc(-c5ccccc5)oc4c1)[C@@H]32
 : 106, 96, 88, 110, 73, 98, 98, 99, 93
CC(=O)Nc1sc2c(c1C(N)=O)CCC(=O)C2
 : 113, 94, 101, 98, 90, 91, 98, 103, 100
Cc1ccc2nc(-c3ccc(C(=O)N/N=C\c4ccc(Cl)cc4Cl)cc3)[nH]c2c1
 : 86, 90, 103, 80, 69, 95, 72, 96, 98
CN(C)c1ccc(/C=N/NC(=O)c2cc(-c3nc4ccccc4[nH]3)nc3ccccc23)cc1
 : 88, 88, 88, /, 55, 95, 100, 93, 102
Cn1cc(-c2nc(N)nnc2-c2ccccn2)c2cc(Br)ccc21
 : 116, 112, 85, 109, 90, /, 97, 94, 89
Cc1ccccc1OC(=O)c1ccc(Cl)cc1
 : 121, 102, 97, 116, /, 102, 105, 96, 103
O=CN/N=C/c1ccc(Cl)c([N+](=O)[O-])c1
 : 25, 22, 3.9*, 18, 1.9*, 33, 18, 12, 22
Nc1nn2c(-c3cc4ccccc4oc3=O)ccnc2c1N=Nc1ccccc1
 : 91, 62, 72, 83, 83, 4.9*, 42, 6.2*, -62*
Clc1ccc(C(Cn2ccnc2)OCc2ccsc2Cl)c(Cl)c1 (configuration not stated)
 : 90, 67, 38, 56, 31, 68, 57, 55, 72
Oc1ccc(-c2nnc(CNc3ccc(F)c(Cl)c3)o2)cc1
 : 104, 97, 103, 100, 100, 110, 99, 108, 105
Brc1cnc(OCc2ccccc2)nc1OCc1ccccc1
 : 101, 97, 100, 109, 110, 99, 104, 98, 106
CCCCCCCCCCCCNCCC#N
 : 100, 85, 105, 102, 92, 96, 98, 88, 84
O=C1/C(=C/c2ccc([N+](=O)[O-])o2)Oc2ccc(Br)cc21
 : 72, 48, 99, -43*, 91, 105, 7.0*, 94, 88
COc1cc(C(=O)c2cc(C)c3[nH]c4ccc(Cl)cc4c3c2C)cc(OC)c1OC
 : -20*, 25, 4.5*, -36*, 27, 36, 29, 20, -10*
Nc1nc(-c2ccccc2)cc(-c2cc3ccccc3nc2Cl)n1
 : 81, 88, 79, 68, 77, 73, 84, 63, 78
N#CC1OC(COC(=O)c2ccccc2)C(OC(=O)c2ccccc2)C1OC(=O)c1ccccc1 (configuration not stated)
 : 114, 108, 90, 120, 97, 94, 101, 94, 103
CCOC(=O)Nc1ccc(C)cc1NC(=O)OCC
 : 112, 95, 95, 100, 76, 103, 82, 98, 103
Nc1c(C(=O)NC2CCCCC2)sc2nc3c(cc12)C(=O)CCC3
 : 102, 109, 89, 112, 92, 97, 101, 94, 107

Given in CSV form: part of the list above.
Molecule,DU-145,SF-268,SF-295,OVCAR-3,PC-3,SNB-19,OVCAR-8,U251,SF-539
COc1cc(C(=O)c2cc(C)c3[nH]c4ccc(Cl)cc4c3c2C)cc(OC)c1OC,-20*,25,4.5*,-36*,27,36,29,20,-10*
Brc1cnc(OCc2ccccc2)nc1OCc1ccccc1,101,97,100,109,110,99,104,98,106
O=C1/C(=C/c2ccc([N+](=O)[O-])o2)Oc2ccc(Br)cc21,72,48,99,-43*,91,105,7.0*,94,88
Nc1nc(-c2ccccc2)cc(-c2cc3ccccc3nc2Cl)n1,81,88,79,68,77,73,84,63,78
Clc1ccc(C(Cn2ccnc2)OCc2ccsc2Cl)c(Cl)c1 (configuration not stated),90,67,38,56,31,68,57,55,72

Only OVCAR-8 and OVCAR-3 (6 entries from above):
| mol | OVCAR-8 | OVCAR-3 |
| --- | --- | --- |
| Nc1nc(-c2ccccc2)cc(-c2cc3ccccc3nc2Cl)n1 | 84 | 68 |
| CCCCCCCCCCCCNCCC#N | 98 | 102 |
| Cn1c2ccccc2c2nn(Cc3ccccc3)c(=O)nc21 | 107 | 107 |
| O=CN/N=C/c1ccc(Cl)c([N+](=O)[O-])c1 | 18 | 18 |
| CC(=O)Nc1sc2c(c1C(N)=O)CCC(=O)C2 | 98 | 98 |
| COc1cc(-c2c[nH]cc2-c2ccccc2)c(OC)c2c1OCO2 | 93 | 101 |

(cont.)
Each structure is followed by: DU-145, SF-268, SF-295, OVCAR-3, PC-3, SNB-19, OVCAR-8, U251, SF-539
Nc1ccc(C2=NNC(=O)Cc3cc4c(cc32)OCCO4)cc1
 : 112, 104, 102, 98, 101, 98, 97, 99, 100
CCc1n(Cc2ccc3ccccc3c2)c2ccccc2[n+]1Cc1ccc2ccccc2c1
 : 68, 65, 93, 34, 53, 45, 55, 34, 69
c1ccc(NCCNc2ccccc2)cc1
 : 106, 97, 100, /, 112, 95, 99, 110, 99
CCCCCC/C=C\C(=O)O
 : 106, 105, 112, 110, 104, 108, 101, 99, 128
CC(C)c1nc2ccccc2n1CC(=O)N/N=C/c1ccc(O)cc1
 : 110, 98, 114, 99, 89, 97, 105, 97, 104
Cc1nc(NC(=O)COc2cccc(/C=C3\COc4ccccc4C3=O)c2)sc1C
 : 63, -63*, 25, -83*, /, /, 7.0*, -100*, -64*
CC/C=C\C/C=C/C=C1\CC(CCO)=CC1=O
 : 104, 98, 104, 109, 94, 100, 94, 92, 107
O=C(Nc1ccncc1)C(=O)c1cn(S(=O)(=O)c2ccc(Oc3ccccc3)cc2)c2ccccc12
 : 97, 109, 60, 112, 86, 99, 99, 94, 97
C=C[C@H]1C[C@@H]2C[C@@H]3[C@H]4C/C=C\C(=O)NCCCC5NC(=O)C(=C(O)/C=C/[C@@H]4CC(=O)[C@H]3[C@@H]2[C@H]1C)C5=O (some centres not stated)
 : -96*, -89*, 9.3*, -95*, -82*, -74*, -85*, -96*, -81*
Cn1c(-c2ccccc2)c(C(C[N+](=O)[O-])c2cccs2)c2ccccc21 (configuration not stated)
 : 94, 85, 81, 89, 81, 88, 85, 87, 104
CCCCOC(=O)C(N)Cc1ccc(O)cc1 (configuration not stated)
 : 111, 109, 106, 106, 96, 104, 115, 106, 91
CCCCCCCCCCCC1=NC(C)(C)CN1CCO
 : 78, 67, 81, 81, 42, 100, 78, 22, 79
NS(=O)(=O)c1ccc(NC(=S)NC(=O)c2ccccc2)cc1
 : 109, 100, 96, 96, 87, 92, 104, 104, 88
COc1ccc(-n2cc(-c3ccc(OC)c(OC)c3)n(C(C)=O)c2=O)cc1
 : 112, 107, 102, /, 101, 97, 106, 100, 95
COc1ccc(N=Cc2c(-c3ccc(S(C)(=O)=O)cc3)nc3ccccn23)cc1
 : 98, 91, 111, /, 82, 94, 98, 94, 93
CCCCS(=O)(=O)O
 : 119, 116, 97, 120, 101, 108, 106, 98, 98
COCOc1cc2c(=O)c(C)c(C(=O)N[C@@H](Cc3ccccc3)C(O)C(=O)NCc3ccccc3)oc2cc1OC (some centres not stated)
 : 57, 1.2*, 83, 65, 73, 16, 2.3*, -37*, -80*
O=C1CCN(C(=O)c2ccccc2)c2ccccc21
 : 114, 107, /, 110, 102, 105, /, 111, 105
Cc1cccc(/C=N/OCCC(C)C)n1
 : 116, 111, 99, 118, 102, 107, 105, 103, 91
COc1cc(-c2cn(-c3ccc(Cl)c(Cl)c3)c(=O)n2C(C)=O)cc(OC)c1OC
 : 54, 72, 33, /, 62, 69, 71, 67, 23
OC(c1ccccc1)c1ccccc1
 : 107, 94, 98, 98, 98, 104, 95, 100, 96
O=[N+]([O-])c1ccc(N/N=C\c2ccc(Cl)cc2Cl)nc1
 : 108, 107, 222, 117, 105, 105, 111, /, 107
CCOC(=O)c1[nH]c(C)c(I)c1C
 : 127, 104, 110, 103, 85, 99, 101, 105, 102
Nc1n[nH]c2ccc([C@@H]3Nc4ccc5[nH]ncc5c4[C@H]4C5C=CC(C5)[C@@H]34)cc12 (some centres not stated)
 : 8.0*, 20, 1.5*, 7.2*, 14, 27, 27, 18, -31*
N=C1N=C(N)CS1
 : 115, 107, 97, 106, 101, 104, 100, /, 110
CC1(C)OC2OC(COC(=O)c3ccccc3)C(=O)C2O1 (configuration not stated)
 : 108, 97, 101, 108, 100, 98, 100, 99, 98
COc1cccc([C@H]2c3[nH]c4ccccc4c3C[C@H]3C(=O)N(CCCCCCC(=O)NO)CC(=O)N23)c1
 : 77, 88, 88, 65, 43, 68, 66, 62, 61
COC(=O)[C@H](Cc1ccccc1)n1cc(COC(=O)c2cccc3c(=O)c4ccccc4n(Cc4cn([C@@H](Cc5ccccc5)C(=O)OC)nn4)c23)nn1
 : 108, 100, 98, 105, 103, 100, 101, 98, 103
O=[N+]([O-])c1cccc(-c2nc3sccn3c2-c2ccnc(NCCNS(=O)(=O)c3cccc(F)c3)n2)c1
 : 91, 90, 85, 94, 67, 102, 85, 98, 103
NC(N)=NC(N)=Nc1ccccc1-c1ccccc1
 : 114, 113, 113, 117, 103, 111, 113, 106, 110
CCOC(=O)c1c[nH]c(CN)c1C
 : 110, 96, 99, 109, 89, 93, 100, 96, 97
CCCC(CCC(N)=O)(CCC(N)=O)[N+](=O)[O-]
 : 90, 93, 101, 105, 92, 107, 116, 110, 101
CCC(CCCN1C(=O)c2ccccc2C1=O)Nc1cc(OC)cc2cccnc12 (configuration not stated)
 : 102, 119, 111, 106, 87, 106, 96, 101, 93
C/C=C\C(C)C
 : 102, 102, 99, 110, 74, 103, 101, 92, 101
CC(NC(=O)C(NC(=O)OCc1ccccc1)C(C)O)C(=O)OCc1ccccc1 (configuration not stated)
 : 108, 104, /, 110, 97, 108, 105, 100, 105
Cc1ccc(C)n1CCN1CCNCC1
 : 101, 103, /, 95, 113, 103, 109, 91, 97
CCOC(=O)C(Cc1ccc(O)cc1)NC(=O)C(CCCCN)N(C(=O)OCc1ccccc1)C(=O)OCc1ccccc1 (configuration not stated)
 : 104, 98, 101, 103, 98, 102, 106, 97, 95
COc1ccc(-c2cn3c(ccc4ccccc43)n2)cc1
 : 104, 101, 90, 90, 89, 99, 99, 105, 91
Cc1ccc(-n2nnc(C(=O)O)c2-c2ccncc2)cc1
 : 104, 103, 99, 103, 94, 96, 89, 90, 95
CC(=O)C1=C(C)NC(NN)=NC1c1ccc([N+](=O)[O-])cc1 (configuration not stated)
 : 107, 98, 102, 109, 103, 98, 105, 99, 97
CC(=O)/C(=C\c1c(-c2ccccc2)[nH]c2ccccc12)S(=O)(=O)c1ccccc1
 : -19*, 7.9*, -41*, -37*, /, 54, 12, 17, -38*

Source: PubChem (NCI)
